Assay outcomes deposited in PubChem by several laboratories.
PPARg SRC-3 ag = agonists of human PPARgamma SRC-3 coactivator recruitment; 200,000 compounds, 0.26% hits; activation, % at 8 µM; P37231; biochemical PPARgamma/SRC-3 coactivator recruitment assay; AID 731; in the data active means activation above about 23%;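 further: 0% = DMSO and 100% = reference agonist; some compounds past the cut are filed as inactive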
Target sequence (P37231 whole entry, looked up): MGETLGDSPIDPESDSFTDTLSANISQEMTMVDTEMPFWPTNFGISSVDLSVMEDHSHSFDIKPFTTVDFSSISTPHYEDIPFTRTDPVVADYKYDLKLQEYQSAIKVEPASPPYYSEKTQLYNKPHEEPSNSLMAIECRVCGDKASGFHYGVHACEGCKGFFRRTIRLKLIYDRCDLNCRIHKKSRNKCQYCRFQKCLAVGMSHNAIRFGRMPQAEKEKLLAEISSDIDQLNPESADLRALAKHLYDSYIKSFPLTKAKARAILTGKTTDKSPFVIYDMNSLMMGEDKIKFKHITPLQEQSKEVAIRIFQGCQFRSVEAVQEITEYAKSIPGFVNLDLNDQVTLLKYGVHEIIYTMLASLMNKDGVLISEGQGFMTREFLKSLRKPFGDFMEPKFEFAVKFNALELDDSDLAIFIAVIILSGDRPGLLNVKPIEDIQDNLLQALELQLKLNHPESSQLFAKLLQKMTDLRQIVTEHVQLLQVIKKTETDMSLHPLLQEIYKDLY
bIAP inhibitor = blocks bovine intestinal alkaline phosphatase activity. 190,000 tested, under 10 active. AID 1019. purified bovine IAP, CDP-star luminescence, 30 min. inhibition, % at 20 µM;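 active means over 50% inhibition of intestinal alkaline phosphatase at 20 µM in the single-dose screen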
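System: Purified bovine intestinal alkaline phosphatase (IAP) enzyme | Input: IAP diluted 1/65,000,000 in the well | Also added: CDP-star chemiluminescent phosphatase substrate, 30 µM final | Dosing: 20 µM single dose | Times: Enzyme reaction for 30 min at room temperature | Detection: Luminescence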
PPARg SRC1 recr = PPARgamma-driven SRC-1 recruitment agonism; P37231; PPARgamma-SRC-1 coactivator recruitment biochemical assay; activation, % at 8 µM; 200,000 compounds, 0.41% hits; in the data active means activation above about 19%;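 further: 0% = DMSO and 100% = reference agonist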
bIAP activator = intestinal alkaline phosphatase (bovine) activation; purified bovine IAP, CDP-star luminescence, 30 min; hits give high values; fold of DMSO-control signal, blank-subtracted; activation factor at 20 µM; 200,000 compounds, 0.17% hits;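 active means activation factor of 2 or more at 20 µM, a signal rise over negative controls twice the positive control's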
TNAP inh noacc = blocks human TNAP activity with no phosphate acceptor present. P05186. purified TNAP, CDP-star luminescence, 30 min. inhibition, % at 20 µM. 200,000 compounds, 0.26% hits. AID 1012;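 active means tissue-nonspecific alkaline phosphatase inhibition above about 50% at 20 µM in the single-dose screen, limit read from the data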;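 further: 0% = DMSO negative control and 100% = EDTA positive control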
Target sequence (P05186 whole entry, looked up): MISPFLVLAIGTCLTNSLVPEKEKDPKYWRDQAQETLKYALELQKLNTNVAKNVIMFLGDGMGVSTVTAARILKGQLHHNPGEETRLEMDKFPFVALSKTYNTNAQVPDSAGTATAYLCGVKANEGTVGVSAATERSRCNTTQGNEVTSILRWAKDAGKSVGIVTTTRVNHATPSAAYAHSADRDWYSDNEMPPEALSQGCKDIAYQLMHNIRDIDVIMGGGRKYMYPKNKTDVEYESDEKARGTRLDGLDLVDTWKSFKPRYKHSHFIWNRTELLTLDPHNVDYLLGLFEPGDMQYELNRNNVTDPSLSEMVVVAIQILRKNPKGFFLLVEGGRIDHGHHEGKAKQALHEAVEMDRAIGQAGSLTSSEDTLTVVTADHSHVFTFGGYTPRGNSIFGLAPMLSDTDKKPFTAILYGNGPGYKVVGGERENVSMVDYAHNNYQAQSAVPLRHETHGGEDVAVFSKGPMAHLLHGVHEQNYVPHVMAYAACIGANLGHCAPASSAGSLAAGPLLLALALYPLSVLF
TNAP act hi DEA = activators of human TNAP at high phosphate acceptor concentration. P05186. purified TNAP, CDP-star luminescence, 1 M DEA, 30 min; hits give high values; 0 = EDTA background, 1 = DMSO-only activity. activation factor at 20 µM. 200,000 tested, under 10 active;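 active means activation factor at least 2 at 20 µM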
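Control set: EDTA negative control, DMSO positive control / Assay system: human TNAP / Quantity: TNAP 1/800 final / Evaluation: TNAP activation factor scaled between EDTA and DMSO control wells / Measured by: luminescent substrate turnover signal / Compound dosing: one dose, 20 µM / Times: 30 min enzyme reaction at room temperature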
HMGR II inh = blocks class II HMG-CoA reductase of Enterococcus faecalis; AID 1066; inhibition, % at 10 µM; purified E. faecalis HMGR, NADPH absorbance 340 nm kinetic; 190,000 compounds, 0.41% hits;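 active means inhibition above a set limit, the median over all tested compounds plus 3 SD, cut at about 9.5% in these data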;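 further: enzyme runs in reverse so mevalonate oxidation gives rising NADPH absorbance; 0% = complete reaction with DMSO and 100% = background rate lacking mevalonate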
SRC2 TRFRET art = counter-screen for PPARgamma SRC-2 recruitment agonists: TR-FRET artefact; TR-FRET ratio at 8 µM; hits give high values; AID 1049; 200,000 compounds, 0.4% hits; in the data active means TR-FRET ratio above about 2000; further: inactives centre near 1500
PPARg SRC2 recr = PPARgamma-driven SRC-2 recruitment agonism. P37231. PPARgamma LBD-SRC-2 recruitment, biochemical. activation, % at 8 µM. 200,000 compounds, 0.34% hits. AID 1032; in the data active means activation above about 22%;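 further: 0% = vehicle and 100% = reference agonist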
TNAP inh hi DEA = inhibitors of human TNAP at high phosphate acceptor concentration | 200,000 compounds, 0.03% hits | AID 1135 | P05186 | inhibition, % at 20 µM | purified TNAP, CDP-star luminescence, 1 M DEA;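 active means over 50% inhibition of tissue-nonspecific alkaline phosphatase at 20 µM in the single-dose screen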;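 further: plate controls were DMSO wells for no effect and EDTA-quenched wells as full inhibition for full effect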
* hit, by the source's call; / = not tested or not shown. Compounds as they come; about 1.6% have a hit in one of these screens.

compound,SRC2 TRFRET art,TNAP inh noacc,bIAP activator,bIAP inhibitor,PPARg SRC1 recr,HMGR II inh,TNAP act hi DEA,PPARg SRC-3 ag,TNAP inh hi DEA,PPARg SRC2 recr
Cc1c(C2C(C#N)=C(N)N(c3cccc([N+](=O)[O-])c3)C3=C2C(=O)CCC3)cnn1C (centres undefined),1658,-9,0.9,7,0,-7,1.1,-2,-5,0
NNC(=O)CSc1nc(-c2ccccc2)nc2c1CCCC2,1481,-14,1,1,8,1,1.1,1,-5,1
Cc1cccc(C)c1NC(=O)CSc1nnc(-c2cccnc2)o1,1464,-8,0.9,11,-3,-1,1,2,-2,0
CCOC(=O)N1CCN(c2cc(=O)n(-c3ccccc3Cl)c(=O)[nH]2)CC1,1540,-1,0.9,13,7,-8,1,5,-4,5
O=C1N(Cc2cccnc2)C[C@@H]2C[C@@H](c3ccc(C(F)(F)F)cc3)N3CCC[C@@]123,1470,-8,1.2,-16,-4,6,1.1,4,-6,3
Cc1nnc(NC(=O)c2ccc(C)c(S(=O)(=O)N3CCCCCC3)c2)s1,1534,-8,0.9,8,7,3,1,-4,2,5
Cc1cc2cc(C)c3nnc(SCC(=O)Nc4ccc(S(=O)(=O)N5CCCCC5)cc4)n3c2cc1C,1625,-6,1,4,2,-8,1,2,0,3
CCn1c(C)[n+](CC)c2ccc(S(=O)(=O)NC)cc21,1630,-8,1.1,-11,-7,-2,1,2,-5,-5
COc1ccc(CN2C(=O)N(c3ccccc3)C(=O)C2CC(=O)Nc2ccccc2)cc1OC (centres undefined),1519,-7,1.1,-12,-4,-3,1,-2,0,3
O=c1c2cc(NC(=S)NC3CCCCC3)ccc2nc2n1CCCCC2,1709,-4,1,0,3,-3,1,-1,0,5
CC1(C)CC(=O)C(C=Nc2cccnc2/N=C/C2=C(O)CC(C)(C)CC2=O)=C(O)C1,1519,-85,1,4,1,5,1,1,1,-2
Cc1cc(NC(=O)CSc2nncn2N)no1,1523,-9,0.9,13,-5,2,1,3,-4,4
O=C(c1ccc(S(=O)(=O)N2CCCC2)cc1)N1CCN(Cc2ccc3c(c2)OCO3)CC1,1617,0,1,-4,-2,-1,1,6,-3,9
CCOc1ccc(-c2nc(C#N)c(NC3CC3)o2)cc1,1378,-9,0.8,17,0,-5,1,-9,0,0
CCNC(=S)NNC(=O)Cc1ccccc1,1498,-168,1.2,-17,0,-4,1.1,3,-6,2
Cc1cc(N2CCN(Cc3nc(-c4ccc(F)cc4)oc3C)CC2)cc(C)n1,1527,-7,1.3,-30,6,-3,1.1,0,-6,9
COc1cc(C(=O)OCC(C)=O)c([N+](=O)[O-])cc1OC,1531,-9,1,2,-8,-1,1,-5,-3,-3
C=CCn1sc(=N)c(C#N)c1N,1496,-9,0.9,5,5,-1,1.1,-3,-8,0
CC(C)c1nc(SCc2c(F)cccc2Cl)c2c(=O)n(C)c(=O)n(C)c2n1,1611,-11,0.9,6,4,-1,1,3,-3,14
Cc1ccccc1CC1(CO)CCCN(C(=O)c2ccccc2N(C)C)C1 (centres undefined),1623,0,1.1,-10,10,-2,1,-1,1,-6
COC(=O)C1CCN(C(=O)N2CCOCC2)CC1,1368,-2,0.9,8,-1,-6,1,-6,2,-1
Cc1ccc(CO/N=C/c2c(O)cc(C)oc2=O)cc1,1404,2,1.1,-10,8,-3,0.9,0,6,-3
CC(C)N(CCc1ccncc1)C(=O)Nc1ccc(Cl)c(Cl)c1,1516,-12,0.9,7,8,1,1,2,-3,0
NC1=NC(=Nc2ccc(Cl)cc2)c2ccccc21,1330,-22,0.8,20,0,-2,1,2,1,-1
Nc1nsc2ccccc12,1360,2,1,1,0,0,1,3,-4,2
N#Cc1c[nH]n2c(=O)c3c(nc12)CCC3,1526,-4,0.9,8,0,-2,1,0,0,-11
CC(=O)c1cccc(NC(=O)N2C3CCC2CC(O)(c2cccnc2)C3)c1 (centres undefined),1472,-4,1,2,-3,0,1,8,2,-2
Cc1onc(-c2ccccc2)c1C(=O)Nc1ccc(S(=O)(=O)N2CCCCC2)cc1,1555,-27,0.9,8,5,-4,1,11,-5,5
COC(=O)c1ccccc1NC(=S)NC(NC(=O)c1ccco1)C(Cl)(Cl)Cl (centres undefined),1479,-1,1,0,8,1,1,10,-3,5
NC(=O)COC(=O)CCCc1c[nH]c2ccccc12,1557,-8,0.9,9,-2,-4,1,-7,-5,-5
CC(C)C[C@H](NC(=O)Nc1cccc(C(F)(F)F)c1)C(=O)O,1432,-4,4.4*,-340,5,-5,1,-9,-2,0
COc1ccc(OC)c(NC(=O)C(=O)NNC(=O)c2cccs2)c1,1590,-89,0.9,12,-4,2,1,-4,-1,0
Cn1ccnc1SCC(=O)Nc1ccc2c(c1)COC2=O,1571,-9,1.1,-15,-1,-3,1,-3,-2,-2
O=C(Oc1cccc(Nc2ncnc3ccccc23)c1)c1ccccc1Cl,1576,-10,0.9,9,5,-1,1.1,4,-6,11
CCS(=O)(=O)N1CCN(c2ccc(S(=O)(=O)N3CCOCC3)cc2)CC1,1561,-2,1,1,5,-1,1,-3,3,-1
CC(C)(C)NS(=O)(=O)c1ccc(CCC(=O)NCc2ccco2)cc1,1587,-15,1,-2,2,-1,1.1,3,-6,-2
CCCCC(=O)NCCc1ccc(OC)cc1,1304,-13,0.9,12,-1,0,1,0,-1,-4
COc1ccc(S(=O)(=O)NNC(=O)c2cc3cc4ccccc4nc3s2)cc1,1749,8,1,0,-1,0,1,13,3,10
CC1CCN(CC(=O)c2cccs2)CC1,1546,-6,1,0,-8,3,1,0,1,4
Cc1ccc(O)c(C(CC(=O)NC(C)C)c2ccccc2)c1 (centres undefined),1545,-6,1,-4,-11,-10,1,3,0,0
COc1ccc(OC)c(NC(=O)Cn2cc(C#N)c3ccccc32)c1,1668,-7,1,4,8,-1,1.1,6,-7,12
Cn1cc(/C=N/NC(=O)c2ccc(C#N)cc2F)c2ccccc21,1550,-22,1.1,-6,5,-1,1,3,0,5
CN1CCN(C(=O)N2c3ccccc3C=Cc3ccccc32)CC1,1465,-13,1,-4,3,-7,1.1,-5,-6,-2
O=C(Nc1ccccc1F)c1ccc(CSc2ccccc2)o1,1606,-19,1.1,-7,8,1,1,-3,-2,-7
CCn1c(CNc2ccc(Cl)cc2)nnc1SCc1ccc(Cl)cc1,1447,3,0.7,33,1,-6,0.9,-4,7,-5
Cc1c2c(n3c(nc4ccccc43)c1C#N)N(CCCN(C)C)CC2,1747,-25,1.2,-18,9,-5,1.2,4,-16,5
Cc1ccc(CN2CCN(Cc3cccn3-c3ccccn3)CC2CCO)o1 (centres undefined),1367,-12,1.1,-6,-6,1,1.1,-2,-7,3
C/C(=N/NC(=O)c1cccs1)c1ccc(NC(=O)COc2ccc(Cl)cc2Cl)cc1,1580,-9,0.9,6,3,2,1.1,-2,-6,6
COc1ccc(S(=O)(=O)N2CCN(c3c(C)cccc3C)CC2)cc1OC,1690,-2,1.1,-14,16,3,1,12,1,21
O=C(CSc1ccc2ccccc2n1)Nc1nsc(-c2ccc(Cl)cc2)n1,1711,-10,0.9,9,12,-7,1,7,0,8
O=C(N/N=C(\c1ccccc1)c1cccnc1)C(O)(c1ccccc1)c1ccccc1,1524,0,0.9,11,-1,-1,1,0,2,-6
CCc1ccc(OC)c(S(=O)(=O)NCCOc2ccccc2)c1,1588,-9,0.8,22,4,1,1,10,-5,11
O=C(c1ccccc1)c1ccccn1,1581,-6,1,-1,8,-3,1,5,0,13
CCc1ccc(NSc2ccccc2[N+](=O)[O-])cc1,1209,-4,0.4,/,5,2,1,-6,0,-6
Cc1ccc(C(=O)CSc2cnc3ccccc3n2)cc1C,1606,-2,1,4,15,-3,1,3,0,1
COc1cc(C(=O)NC(=S)Nc2nccs2)cc(OC)c1OC,1518,18,1,-4,-2,-2,1,0,1,1
NC(=O)C1(N2CCCCC2)CCN(C(=O)c2ccccc2)CC1,1592,-13,1,-4,-1,2,1,-2,1,0
COc1ccc(N2CCn3c2nc2c3c(=O)n(CCc3ccccc3)c(=O)n2C)cc1,/,-12,1,1,/,/,1,/,-3,/
Cc1cnc(NC(=O)Cc2cccs2)s1,1445,2,0.9,11,0,-9,0.9,4,6,-3
O=C(NCCc1ccccc1)C1CCCN(S(=O)(=O)c2cccc3nsnc23)C1 (centres undefined),1647,-7,0.8,16,1,1,1,0,-1,10

Other entries.
compound,SRC2 TRFRET art,TNAP inh noacc,bIAP activator,bIAP inhibitor,PPARg SRC1 recr,HMGR II inh,TNAP act hi DEA,PPARg SRC-3 ag,TNAP inh hi DEA,PPARg SRC2 recr
O=C(NCCn1cc(SCC(=O)N2CCOCC2)c2ccccc21)c1ccccc1,1357,0,1.1,-7,-7,-6,1,-1,1,0
CC(C)C(=O)NNC(=O)CSc1nnnn1C(C)C,1201,-13,1.1,-9,-5,-1,1.1,2,-6,-5
COC(=O)COc1nc(C)c(Br)c(OC)n1,1387,-7,1,1,6,-1,1,5,-3,0
CCCCOc1ccc(-c2nc(-c3cccnc3)no2)cc1,1752,-6,0.9,8,2,-4,1,10,0,3
N/C(=N\OC(=O)CCCC(=O)O)c1ncc(C(F)(F)F)cc1Cl,1596,-6,1,-3,2,-4,1.1,4,-5,-2
CC(C)CC(=O)NC1(C(F)(F)F)C(=O)N(CC(C)C)C2=C1C(=O)CC(C)(C)C2 (centres undefined),1641,-5,1,0,9,1,1,1,1,8
CCCC(=O)NC(NC1CCS(=O)(=O)C1)C(Cl)(Cl)Cl (centres undefined),1719,-4,1.3,-25,-3,1,1,3,-4,3
O=C(CC1SC(=Nc2ccc(OC(F)F)cc2)N(CCN2CCOCC2)C1=O)Nc1ccc(F)cc1F (centres undefined),1405,-7,1.2,-15,-1,-2,1,-6,2,5
CCOCN(C(=O)Cn1cnc2ccccc21)c1c(C)cccc1CC,1508,-2,1,-1,0,5,1.1,-3,-6,-7
CCC(C)N=C1CC(C)(C)CC(=O)/C1=C(/O)Cc1ccccc1 (centres undefined),1701,1,0.9,5,-7,-2,1,1,2,4
CCOC(=O)C1CCCN(C(=O)Cc2c(C(=O)O)[nH]c3ccccc23)C1 (centres undefined),1634,-12,1,5,0,-6,1.1,-2,-9,-6
O=C(Nc1ccc(N2CCCC2)c(Cl)c1)c1cccnc1,1675,-6,1.1,-10,7,-1,1,9,-2,3
Cc1nn(-c2ccccc2)c(N)c1-c1ccccc1,1511,-16,1,0,5,-1,1,2,-4,5
O=C(CCn1c(=O)[nH]c2ccccc2c1=O)N1CCN(c2cccc(C(F)(F)F)c2)CC1,1324,5,0.9,8,3,-6,1,-2,2,-2
O=C(N/N=C/C=C/c1ccccc1)c1cccc(Br)c1,1357,-13,0.8,22,1,4,1.1,3,-7,4
